NPY2 pot ag – NPY-Y2 potentiators or agonists, primary screen, cell-based; activation, % at 3.6 µM; 220,000 compounds, 0.45% hits; Neuropeptide Y receptor type 2 (Homo sapiens), P49146; cells expressing NPY-Y2, potentiator/agonist read-out; in the data active = activation above about 27%;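 also: cells stimulated with NPY near EC25 plus isoproterenol at EC100; 0% = vehicle plus submaximal agonist and 100% = vehicle plus saturating agonist; some results beyond the cut were filed as inactive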
RBBP9 inh – human RBBP9 inhibitors, primary screen, biochemical, fluorescence polarization, FP-Rh probe, HTS; 220,000 compounds, 0.2% hits; recombinant RBBP9; inhibition, % at 7.94 µM;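 active = inhibition above the campaign mean of all tested compounds plus 3 SD, cut at about 14% in these data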;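 also: plate controls were DMSO wells with RBBP9 for no effect and wells lacking RBBP9 protein for full effect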
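Measured by: FP readout at 525/598 nm; material: recombinant human RBBP9; also added: Serine-hydrolase probe FP-Rh, 375 nM pre-mixing; medium: Tris buffer pH 8.0, NaCl, Pluronic; replication: one well per compound; doses: one concentration, 7.94 µM nominal, 0.794% DMSO; timing: preincubation 30 min plus labeling 45 min at 25 °C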
MDM2 E3 inh – MDM2-luciferase reporter signal enhancers, primary screen, MDM2 E3 ligase inhibitor project, cell-based, luminescence, 1536-well. signal enhancement, % at 5 µM. 210,000 compounds, 0.11% hits. cell-based MDM2 ubiquitination luciferase reporter, 2 h; 0 = plate control, 100 = twice control, blank-subtracted;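 active = signal enhancement of 30% or more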;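 also: luminescence tracks abundance of the self-degrading MDM2-luciferase fusion protein; higher signal means inhibition of MDM2 E3 ligase activity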
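Timing – 2 h compound exposure at 37 °C · Assay system – mammalian cells stably expressing self-ubiquitinating, self-degrading MDM2 E3–luciferase fusion · Amount – 2000 cells seeded into each well · Measure – % luminescence enhancement versus blank-corrected plate control mean · Measured by – SteadyLite luminescence, 15 min reagent step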
Hck-Nef inh – inhibitors of Nef-activated human Hck kinase, primary screen, biochemical, Z-Lyte FRET, 384-well, Hck-YEEI. Recombinant Hck-YEEI plus Nef, Z-Lyte FRET kinase assay. 220,000 compounds, 0.68% hits. Tyrosine-protein kinase HCK (Homo sapiens), P08631. inhibition, % at 20 µM;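 active = Hck-Nef kinase inhibition above about 50%, limit read from the data; inactive = inhibition below that limit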;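 also: 0% = DMSO with Hck plus Nef and 100% = Hck alone without Nef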
Target sequence (P08631 whole entry, looked up): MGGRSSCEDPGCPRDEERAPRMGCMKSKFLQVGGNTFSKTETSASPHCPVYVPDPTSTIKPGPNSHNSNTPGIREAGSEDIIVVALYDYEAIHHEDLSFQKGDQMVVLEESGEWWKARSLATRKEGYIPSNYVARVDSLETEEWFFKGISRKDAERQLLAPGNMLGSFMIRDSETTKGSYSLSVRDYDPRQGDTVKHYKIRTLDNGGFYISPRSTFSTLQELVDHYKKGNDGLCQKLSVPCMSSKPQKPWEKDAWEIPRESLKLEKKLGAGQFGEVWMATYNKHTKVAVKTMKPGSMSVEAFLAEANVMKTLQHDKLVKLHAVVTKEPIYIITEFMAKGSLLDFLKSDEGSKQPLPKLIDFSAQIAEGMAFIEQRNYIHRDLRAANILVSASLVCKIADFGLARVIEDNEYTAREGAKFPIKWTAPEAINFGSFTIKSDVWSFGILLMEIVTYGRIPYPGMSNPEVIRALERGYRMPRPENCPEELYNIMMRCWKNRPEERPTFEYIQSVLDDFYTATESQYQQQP
NPY-Y1 antag – NPY-Y1 receptor antagonists, primary screen, cell-based | Neuropeptide Y receptor type 1 (Homo sapiens), P25929 | HEK293-CNG Y1 cells, membrane potential fluorescence; NPY at EC95, then isoproterenol | inhibition, % at 3.6 µM | 200,000 compounds, 1% hits;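 active = inhibition above the campaign mean inhibition of all tested compounds plus 3 SD, cut at about 20% in these data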;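 also: 0% = DMSO wells given NPY plus isoproterenol and 100% = isoproterenol alone without NPY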
Target sequence (P25929 whole entry, looked up): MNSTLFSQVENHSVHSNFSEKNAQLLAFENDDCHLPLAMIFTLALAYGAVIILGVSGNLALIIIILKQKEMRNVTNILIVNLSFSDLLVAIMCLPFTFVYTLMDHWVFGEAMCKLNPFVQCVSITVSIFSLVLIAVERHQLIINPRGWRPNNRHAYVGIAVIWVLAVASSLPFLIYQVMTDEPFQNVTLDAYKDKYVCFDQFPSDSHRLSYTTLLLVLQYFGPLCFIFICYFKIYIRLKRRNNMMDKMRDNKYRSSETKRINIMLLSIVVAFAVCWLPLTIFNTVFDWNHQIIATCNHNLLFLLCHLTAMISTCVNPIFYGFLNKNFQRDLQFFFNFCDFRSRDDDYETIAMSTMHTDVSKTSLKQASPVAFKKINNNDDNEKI
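Material: HEK293 Y1/CNG channel cell line | Also added: NPY (25 nM), isoproterenol (1 µM), Ro 20-1724 (25 µM) | Compound: One concentration, 3.6 µM, in 0.4% DMSO | Schedule: 3 h dye uptake, 1 h room-temperature compound, 45 min post-isoproterenol | Signal: Membrane-potential fluorescent dye readout | Read-out: % inhibition of NPY effect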
NPY-Y1 PAM-ag – NPY-Y1 receptor potentiators or agonists, primary screen, cell-based | 220,000 compounds, 0.37% hits | Neuropeptide Y receptor type 1 (Homo sapiens), P25929 | NPY-Y1 expressing cells, potentiator/agonist activation | AID 1304, 2008 | activation, % at 3.6 µM; in the data active = activation above about 33%, passing the limit was not always enough;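 also: cells stimulated with NPY at EC10 then isoproterenol at EC100; 0% = low agonist plus stimulus and 100% = saturating agonist plus stimulus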
Runt-SMMHC FRET – inhibitors of RUNX1 Runt–CBFb-SMMHC binding, primary screen, biochemical, FRET, Cerulean-Runt, Venus-CBFb-SMMHC, uHTS; Runt-related transcription factor 1 (Homo sapiens) + Core-binding factor subunit beta …; Cerulean-Runt/Venus-CBFb-SMMHC FRET ratio 530/480, 1 h; inhibition, % at 20 µM; 220,000 compounds, 0.74% hits; AID 1434, 2008;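 active = mean inhibition across duplicate retests at 20 µM reaching about 50%, limit read from the data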;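 also: 0% = DMSO wells and 100% = wells with excess untagged CBFb-SMMHC; inhibitors lower the FRET ratio by blocking Runt binding to CBFb-SMMHC; some results filed as inactive read as strong as hits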
Runt-CBFb FRET – inhibitors of RUNX1 Runt–CBFb binding, primary screen, biochemical, FRET, Cerulean-Runt, Venus-CBFb, uHTS | AID 1496, 2009 | Runt-related transcription factor 1 (Homo sapiens) + Core-binding factor subunit beta … | Cerulean-Runt/Venus-CBFb FRET ratio 530/480, 1 h | inhibition, % at 20 µM | 220,000 compounds, 0.46% hits;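 active = inhibition over about 50% at 20 µM in the single-dose screen, limit read from the data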;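 also: 0% = DMSO wells and 100% = excess unlabeled CBFb competitor control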
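Reagent – Venus-CBFb binding partner, 100 nM · Assay system – Cerulean-tagged RUNX1 Runt domain (FRET donor) fusion protein · Input – 100 nM per protein · Incubation – two 1 h room-temperature incubations shielded from light · Measured by – FRET fluorescence · Medium – Tris buffer pH 7.5 with salts and BSA · Benchmarks – unlabeled CBFb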
p97 inhibitor – inhibitors of human p97 ATPase, primary screen, biochemical; 220,000 compounds, 0.42% hits; recombinant p97 ATPase, Kinase-Glo ATP luminescence, 3 h; inhibition, % at 8 µM; in the data active = inhibition above about 15%;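 also: 0% = DMSO vehicle and 100% = wells lacking enzyme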
The depositor's hits bear a star; . = not tested or not shown. Not all compounds are listed, so the mix of outcomes need not match the whole.

SMILES	NPY2 pot ag	RBBP9 inh	MDM2 E3 inh	Hck-Nef inh	NPY-Y1 antag	NPY-Y1 PAM-ag	Runt-SMMHC FRET	Runt-CBFb FRET	p97 inhibitor
CCC(=NCC1CCCO1)c1c(O)[nH]c(=O)[nH]c1=O (stereo not given)	-15	2	-19	1	2	-3	1	0	-2
CCOC(=O)C1=C(C)OC(N)=C(C(=O)OCC)[C@@]12C(=O)N(CC(N)=O)c1ccccc12	13	-1	-19	0	5	15	5	-1	-1
CC1(C)CC(=O)c2cc(OCC(=O)N3CCN(Cc4ccccc4)CC3)ccc2O1	-11	2	.	7	5	-4	3	2	5
Cc1oc(-c2cccs2)nc1CSCC(=O)N1CCC2(CC1)OCCO2	-25	-6	-12	-2	-5	-12	4	-4	-4
COc1cc2c(cc1OC)CC[N+](C)=C2	-15	-4	1	-13	-9	2	26	5	1
CCN1CCN(c2ccc([N+](=O)[O-])cc2C=C2C(=O)NC(=O)NC2=O)CC1	11	7	-1	5	4	-5	8	3	6
CN1CCN(c2ccc3nccnc3c2)CC1	-5	-5	-13	16	2	6	-22	-247	1
O=C1NC(=O)C(Cc2cccs2)C(=O)N1	6	-2	0	0	-5	-10	4	1	2
Cc1ccc2cccc(OC(=O)N(C)c3ccccc3)c2n1	14	-9	-8	-4	0	-9	3	0	-6
N[C@@H](Cc1c[nH]c2ccccc12)c1nnc(SCc2ccc(Cl)cc2)o1	-21	-10	-14	2	8	-11	1	-8	-3
CCCCCSc1cc(OC)c(CCNC)cc1OC	20	-7	-10	3	3	36	0	-2	3
COc1cc(O)c(C(=O)O)c(-c2cc(O)c(O)cc2C)c1	.	.	-12	-43	.	.	58*	19	.
COc1ccc(NC(c2ccccc2F)P(=O)(Oc2ccccc2)Oc2ccccc2)cc1 (stereo not given)	8	0	-7	3	8	-21	2	-2	-3
CCc1ccc(CN2CCCC(C(=O)c3sccc3C)C2)o1 (stereo not given)	-1	1	-1	11	6	5	1	1	-1
CCN(CC)C(=O)c1ccc(NC(=O)c2cc(-n3cnnc3)ccc2Cl)cc1	8	4	3	7	8	1	0	-1	4
N#CC1=C(N)Oc2c(c(=O)sc3ccccc23)C1c1cccnc1 (stereo not given)	8	-6	-7	0	6	14	-2	-1	2
CN1C2CCC1C(COC(=O)c1ccccc1)C(O)C2 (stereo not given)	8	-9	-11	2	.	5	1	-2	-1
O=c1[nH]c(=S)n(CCC2=CCCCC2)c(O)c1C=NCCCn1ccnc1	3	1	-6	1	1	-12	-2	-6	-3
CN1CC=C2C(C#N)=C(N)C(C#N)(C#N)C(c3ccncc3)C2C1 (stereo not given)	8	-6	-12	26	-1	-14	62	23	2
Cc1cc(OC(=O)c2cccs2)c2c3c(c(=O)oc2c1)CCCC3	-17	-5	.	1	7	-45	4	0	3
CC1CC(OC(=O)c2ccccc2)(c2ccccc2)C(C)CN1C (stereo not given)	-3	-10	-5	7	.	2	2	0	-2
COC(=O)C(O)(c1c(C)[nH]n(-c2ccccc2)c1=O)C(F)(F)F (stereo not given)	-7	-6	-2	0	3	-14	1	0	4
C[C@H]1CC[C@@H]2[C@@H](C)[C@H]3[C@H](C[C@H]4[C@@H]5CC=C6C[C@@H](O[C@@H]7O[C@H](CO)[C@H](O)[C@H](O[C@@H]8O[C@H](CO)[C@@H](O)[C@H](O)[C@H]8O)[C@H]7O[C@@H]7O[C@@H](C)[C@H](O)[C@@H](O)[C@H]7O)CC[C@]6(C)[C@H]5CC[C@]34C)N2C1	-2	-3	-2	-3	5	-24	24	8	-4
O=C(CN1CCCC1=O)Nc1ccccc1	-23	2	-17	7	6	-4	2	2	-6
Cc1ccc(N2C(=O)/C(=C/c3ccc(CN(CCC#N)S(C)(=O)=O)o3)C(=O)NC2=S)cc1C	0	-4	-4	13	-2	-5	-1	8	10
CCOc1cc(C(=O)N2CCC3(CC2)OCCO3)cc(OCC)c1OCC	-11	4	-6	0	6	-41	4	-1	-3
C=Cn1ccnc1P(=S)(c1ccccc1)c1nccn1C=C	-5	-2	-7	21	-1	20	0	1	1
COc1ccc(C2SCC(=O)Nc3c2c(=O)[nH]n3C2CCCCC2)cc1 (stereo not given)	-7	-6	-15	0	7	-6	4	-2	0
Cc1ccc(S(=O)(=O)NCCC(=O)Nc2ccc(Cl)cc2C(=O)c2ccccc2)cc1	15	-8	.	4	-1	11	3	0	3
O=C(O)c1c[nH]c2ccc(S(=O)(=O)N(CCCl)CCCl)cc12	-13	-1	-3	0	0	-5	-4	0	-1
O=c1[nH]c(=O)n(CCc2ccccc2)c(O)c1C=NCCN1CCNCC1	-8	1	8	-18	-1	8	-6	0	4
O=[N+]([O-])c1cc([As](=O)(O)c2ccc(O)c([N+](=O)[O-])c2)ccc1O	18	-7	-2	4	.	8	-5	2	10
O=C1/C(=C\c2ccccc2)C2OCC=C3CN4CCC56c7ccccc7N1C5C2C3CC46 (stereo not given)	2	10	.	25	.	-8	-3	0	4
Cc1ccccc1C1=NCC(=O)N(CC(=O)NCc2ccco2)c2sc3c(c21)CCCC3	12	-6	-21	1	-6	1	2	3	0
CCOP(=O)(Cc1ccc(C(=O)CC)o1)OCC	-5	-7	-2	5	.	-4	-1	4	0
C=C1C(O)(c2ccccc2)C2CC[N+]1(C)CC2 (stereo not given)	1	-4	-9	-1	4	7	3	-14	-6
Cc1[nH]c2ccccc2c1CCCNC1CCCCC1	14	-5	2	1	0	7	-3	-2	4
CN(C)CCN=Cc1c(O)n(-c2cccc(C(F)(F)F)c2)c(=O)[nH]c1=O	1	1	-8	-1	2	9	-4	0	7
C=CCn1c(O)c(C(C)=NCCc2ccccc2)c(=O)[nH]c1=O	-4	1	-2	-2	1	-1	-4	1	1
Cc1cc(OCC(=O)O)c2c3c(c(=O)oc2c1)CCCC3	-18	6	-10	-7	0	-2	0	0	-3
O=C1NC(=O)C(CCc2ccncc2)(c2ccccc2)C(=O)N1	2	-3	-17	8	1	3	2	1	5
Clc1ccc(OCC#CCN2CCOCC2)cc1	0	-7	-9	-28	3	4	1	2	-5
Cc1ccccc1N1C(=O)NC(=O)/C(=C\c2cc(C)n(C)c2C)C1=O	1	-3	-24	19	-4	-9	-4	-2	1
O=C(CN1CCCCC1)c1ccccc1F	-4	-6	-5	18	-1	-4	0	0	-1
OC(CNC1CCCCC1)C(F)(F)F (stereo not given)	-6	0	-10	-3	-3	-4	2	2	5
COc1ccc(C(=O)C2CCCN(Cc3ccon3)C2)c(OC)c1 (stereo not given)	-11	0	-3	6	8	14	-1	0	4
O=c1[nH]c(O)c(N=Nc2cccc(S(=O)(=O)N3CCOCC3)c2)c(=O)[nH]1	-6	-2	-4	-4	0	5	-2	0	0
CN(C)CC1CCCCC1OC(=O)c1ccc(Cl)c(Cl)c1 (stereo not given)	-13	1	-16	0	7	-11	0	-3	2
O=C(c1ccc(Cl)cc1)C1CCCN(Cc2ccc3nonc3c2)C1 (stereo not given)	-16	-4	-11	11	12	-13	-5	-1	-4
COc1cc(N2CCOCC2)ccc1/C=C1\C(=O)NC(=O)N(Cc2ccc3c(c2)OCO3)C1=O	-8	-10	-6	35	0	-5	1	0	-6
CC1CCCN(CC(=O)c2ccc(Cl)c(Cl)c2)C1 (stereo not given)	-3	-6	-8	24	-2	6	1	-1	5
CC1CCC(NCCc2ccc3c(c2)OCO3)CC1 (stereo not given)	3	-1	-10	2	6	-9	4	-2	5
COc1ccc(-c2nn(CCC#N)cc2C(=O)Nc2ccccc2Br)cc1[N+](=O)[O-]	-20	-12	.	30	.	-9	0	1	0
Cc1cc(C)c(S(=O)(=O)NCC2CCC(C(=O)N3CCC4(CC3)OCCO4)CC2)c(C)c1 (stereo not given)	-17	-5	-10	-21	5	15	-2	-4	-11
CCS(=O)(=O)N1CCC(C(=O)N2CCC3(CC2)OCCO3)CC1	-2	-4	8	0	1	-3	0	-1	4
COC(=O)N1C(c2ccccc2)C1c1ccccc1 (stereo not given)	-2	3	3	19	6	-1	-4	0	0
C=CCN1C(=O)NC(=O)/C(=C/c2cnc(SC)nc2)C1=O	14	2	-2	-1	-3	2	1	2	1
CCN(CC)Cc1c[nH]c2ccccc12	5	-3	-10	1	6	14	-4	-2	-2
CC1(C)N2CC3([N+](=O)[O-])CN1CC([N+](=O)[O-])(C2)C3	11	-9	-2	10	.	11	-3	-2	5
CCn1c(O)c(N=Nc2cccc(S(=O)(=O)N3CCOCC3)c2)c(=O)n(CC)c1=S	0	0	-40	8	.	21	0	-1	7
O=c1[nH]c(=O)n(CCc2ccc(F)cc2)c(O)c1/C=N/N1CCCCC1	-4	-3	-9	32	.	-11	-2	0	-5
N=c1n(CCO)c2ccccc2n1Cc1ccccc1	-12	-9	-21	0	8	11	-4	0	-5
CCCCNC(=O)CN1C(=O)CN=C(c2ccccc2)c2ccccc21	12	7	.	17	.	15	0	-3	2
